BoNT A protease – blocks Botulinum neurotoxin A light chain protease; multiplex microsphere protease substrate cleavage, flow cytometry; inhibition, % at 10 µM; actives 0.17% (n = 360,000); AID 588499; note: plate controls were buffer without enzyme for full effect and enzyme alone for no effect
Y pestis TopoI – blocks Yersinia pestis topoisomerase I activity; activity, % at 10 µM; Y. pestis Topo-I cleavage product accumulation, plate reader; actives 0.064% (n = 360,000); in the data active = activity above about 50%, passing the limit was not always enough; inconclusive = no clear call, values can overlap the other calls; note: inactives centre near 2
CCHFV vOTU inh – blocks the CCHF virus ovarian tumor domain protease; AID 651958; inhibition, % at 11.5 µM; actives 0.55% (n = 370,000); CCHFV vOTU protease, Pep-AMC fluorescence; in the data active = inhibition above about 30%; note: 0% = vehicle wells with enzyme and 100% = no enzyme wells
TcdB inh – blocks C. difficile toxin B glycohydrolase activity; actives 0.24% (n = 350,000); inhibition, % at 9.99 µM; TcdB glycohydrolase enzymatic assay, plate reader; P18177; in the data active = inhibition above about 10%
PfHsp40 yeast – restores yeast growth despite PfHsp40 toxicity | S. cerevisiae expressing PfHsp40, growth rescue, ATP luminescence | growth rescue, % at 12.5 µM | actives 0.68% (n = 340,000) | AID 504582; in the data active = growth rescue above about 28%, passing the limit was not always enough; inconclusive = no clear call, values can overlap the other calls;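 note: yeast W303a lacking pdr1 and pdr3 grown in galactose medium; growth measured after three days at 30 °C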
Anthrax LF inh2 – anthrax lethal factor protease inhibition | P15917 | multiplex microsphere protease cleavage assay, LF | inhibition, % at 10 µM | actives 0.12% (n = 360,000) | AID 588501; note: plate controls were buffer without enzyme for full effect and enzyme alone for no effect
Target sequence (P15917 whole entry, looked up): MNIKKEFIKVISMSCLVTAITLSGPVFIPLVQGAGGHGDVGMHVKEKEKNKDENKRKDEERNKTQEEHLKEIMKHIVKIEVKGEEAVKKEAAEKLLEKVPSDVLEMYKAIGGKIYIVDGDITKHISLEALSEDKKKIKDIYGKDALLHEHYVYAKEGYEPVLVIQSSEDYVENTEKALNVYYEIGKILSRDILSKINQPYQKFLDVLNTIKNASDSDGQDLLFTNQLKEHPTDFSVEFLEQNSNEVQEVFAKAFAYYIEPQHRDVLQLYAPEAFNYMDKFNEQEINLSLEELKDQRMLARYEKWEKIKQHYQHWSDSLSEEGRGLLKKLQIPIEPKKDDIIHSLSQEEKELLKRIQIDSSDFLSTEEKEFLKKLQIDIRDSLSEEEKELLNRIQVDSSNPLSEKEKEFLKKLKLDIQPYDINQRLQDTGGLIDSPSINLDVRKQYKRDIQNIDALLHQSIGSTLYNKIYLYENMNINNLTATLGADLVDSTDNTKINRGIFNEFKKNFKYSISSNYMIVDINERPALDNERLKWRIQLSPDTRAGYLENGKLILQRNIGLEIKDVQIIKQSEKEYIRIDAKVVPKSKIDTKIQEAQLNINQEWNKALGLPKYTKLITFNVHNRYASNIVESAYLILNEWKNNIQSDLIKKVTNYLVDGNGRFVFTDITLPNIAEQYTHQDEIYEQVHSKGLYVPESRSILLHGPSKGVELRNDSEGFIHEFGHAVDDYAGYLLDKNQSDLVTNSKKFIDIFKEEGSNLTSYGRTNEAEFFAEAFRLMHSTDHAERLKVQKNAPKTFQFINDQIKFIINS
FadD28 binding – inhibitors of Mycobacterium tuberculosis FadD28 bisubstrate binding; actives 0.22% (n = 360,000); inhibition, % at 12.5 µM; FadD28 bisubstrate probe binding, fluorescence polarization; AID 588549; in the data active = inhibition above about 8.5%, passing the limit was not always enough; inconclusive = no clear call, values can overlap the other calls
BoNT F protease – inhibitors of Botulinum neurotoxin F light chain protease; Multiplex microsphere protease cleavage assay, flow cytometry; inhibition, % at 10 µM; actives 0.22% (n = 360,000); AID 588497; in the data active = inhibition above about 35%, passing the limit was not always enough; inconclusive = no clear call, values can overlap the other calls; note: plate controls were buffer without enzyme for full effect and enzyme alone for no effect
PrPC TRFRET – reduces human prion protein on the cell surface. actives 0.43% (n = 370,000). cell surface PrPC, TR-FRET read-out. inhibition, % at 13.8 µM; in the data active = inhibition above about 24%; note: 0% = median of the test wells and 100% = reference compound wells
The depositor's hits bear a star; ? = inconclusive; . = not tested or not shown. Cut-off read from the data, not from the text of the source, unless noted: active = inhibition above about 30%; inconclusive = no clear call, values can overlap the other calls; inactive = below that.

SMILES | BoNT A protease | Y pestis TopoI | CCHFV vOTU inh | TcdB inh | PfHsp40 yeast | Anthrax LF inh2 | FadD28 binding | BoNT F protease | PrPC TRFRET
CC1CN(C(=S)Nc2ccc(SC(F)F)cc2)CC(C)O1 (stereo not given) | -0.5 | -8 | -10 | 2.2 | -0.2 | -2 | -2.9 | -1 | 4
CC1CCCCN1C(=O)COc1ccc(F)cc1 (stereo not given) | -0.4 | 1 | 13 | 0.4 | -0.3 | -1 | -4.0 | 0 | 10
CCn1c(=O)n(CC)c2cc(N3CCCC3)c(NC(=O)c3ccccc3OC)cc21 | 0.5 | 21 | 8 | 0.3 | 0.7 | -2 | -2.0 | -4 | 12
CCCC[C@@H]1CNC(=S)N1CCCC | -0.1 | 22 | -5 | 1.0 | -0.7 | -5 | -1.5 | 3 | -1
CCOC(=O)C1CCCN(C/C(O)=C(\C#N)c2nc(-c3ccccc3)cs2)C1 (stereo not given) | 0.2 | 0 | 2 | . | -0.4 | -5 | 1.4 | -13 | 1
O=C(COC(=O)c1ccccc1[N+](=O)[O-])c1ccc(C2CCCCC2)cc1 | -0.8 | -2 | 1 | . | 0.7 | -3 | -0.1 | 0 | 0
CCN(CC)C(=O)C1=C(C)N(Cc2ccc(OC)cc2)C(=O)C(CC(=O)NCCCN(C)C)C1 (stereo not given) | -0.4 | -3 | 9 | -0.4 | . | -5 | 0.3 | -9 | 4
CC(=O)Nc1ccc(S(=O)(=O)N2CCN(CCC#N)CC2)cc1 | -0.4 | -3 | 1 | 1.4 | -1.2 | 1 | -3.7 | -4 | -5
COC(=O)C1(C)NC(c2ccc(F)cc2)C2C(=O)N(c3ccc(C)cc3)C(=O)C21 (stereo not given) | 0.8 | 1 | -6 | 1.4 | 0.6 | 2 | -0.5 | -12 | 5
Cc1cccc(OCC(=O)N(Cc2ccco2)c2c(N)n(Cc3ccccc3)c(=O)[nH]c2=O)c1 | 0.4 | 5 | -3 | -0.5 | -0.1 | -15 | -0.9 | 8 | -4
CCn1c(CCNC(=O)c2ccccc2Cl)n[nH]c1=S | -0.1 | 8 | -5 | . | 0.4 | 0 | -2.8 | -3 | 3
CCC(=O)Nc1ccc(Cl)c(NC(=O)c2cccnc2)c1 | -0.4 | -1 | 1 | . | 0.5 | 0 | -2.3 | -2 | -4
Cc1sc2ncnc(-n3nnc4ccccc43)c2c1C | 0.0 | -2 | -7 | 0.3 | -0.2 | -2 | -2.3 | 5 | -6
CN(C(=O)c1cc(-n2cnnc2)ccc1Cl)c1ccccc1 | 0.1 | 6 | -17 | . | -0.6 | -1 | -2.0 | -2 | -3
CCOC(=O)c1cc(C)sc1NC(=O)CN1CCN(C(=O)c2ccco2)CC1 | -0.1 | 36 | 2 | 0.5 | 0.6 | -4 | -4.1 | -2 | 5
Cc1cccc(-c2noc(CCC(=O)Nc3ccccc3)n2)c1 | -0.5 | 11 | -12 | . | 1.0 | -6 | -0.6 | -4 | 6
CS(=O)(=O)c1ccc(C2=C(c3ccccc3)C(=O)OC2)cc1 | -1.2 | 7 | 0 | 1.0 | -0.1 | -2 | -0.3 | -5 | 9
COC(=O)c1ccc(NC(=S)NCC2CC2)cc1 | -0.2 | -6 | 1 | 0.0 | 0.1 | 1 | -2.2 | -2 | 7
Brc1cnc2nc[nH]c2c1 | 0.3 | 1 | -4 | -1.0 | 0.5 | 18 | -3.6 | ? | -6
O=C(COC(=O)[C@H](Cc1c[nH]c2ccccc12)NC(=O)c1cccs1)NCc1ccccc1 | -1.1 | 9 | 6 | 1.6 | -0.1 | -6 | -0.8 | -6 | 3
COc1ccc(C2(CNS(=O)(=O)c3ccccc3)CCOCC2)cc1 | 0.0 | 13 | 2 | 1.2 | -0.4 | 1 | -1.4 | 0 | 2
CCOC(=O)[C@@H]1[C@H]2COc3ccc(Br)cc3[C@@H]2N2C(=O)N(c3cccc(Cl)c3)C(=O)[C@]12C | 0.2 | 16 | 5 | 1.7 | -1.5 | -5 | -14 | 1 | 11
O=C(NCC(c1ccco1)N1CCc2ccccc21)c1cccc([N+](=O)[O-])c1 (stereo not given) | -0.3 | -5 | 9 | 0.9 | 0.0 | -4 | -4.1 | -5 | -7
CCCCN(CC)CCNC(=O)c1cc2c(=O)[nH]c3ccccc3c2n1C | -1.3 | 2 | 5 | -4.6 | -0.9 | -3 | -5.7 | -5 | 0
Cc1ccccc1C1CC(=O)c2ccccc2C1C (stereo not given) | 0.0 | 1 | 9 | 1.4 | -1.8 | -6 | -1.9 | -10 | -10

(list continues)
SMILES | BoNT A protease | Y pestis TopoI | CCHFV vOTU inh | TcdB inh | PfHsp40 yeast | Anthrax LF inh2 | FadD28 binding | BoNT F protease | PrPC TRFRET
COc1ccc(OCCN2CCC(C(=O)NC(c3ccc(Cl)cc3)c3ncccc3C)CC2)cc1 (stereo not given) | -0.7 | 32 | . | . | . | -3 | -5.7 | -5 | .
COc1ccc(-c2ccn(-c3cccc(F)n3)n2)cc1 | 0.7 | 2 | 3 | -0.6 | -1.5 | -7 | -4.0 | -11 | 8
C/C(N)=C(/C#N)C(=O)COC(=O)c1ccc(O)cc1 | 1.6 | -12 | 4 | 0.3 | -0.2 | 0 | -0.8 | 18 | 4
NC(=O)c1cnn(-c2cccc(Cl)c2)c1N | . | -7 | 0 | 0.3 | -0.6 | . | -1.5 | . | -3
O=C(Cn1c2c(c(-c3ccccc3Cl)cc1=O)CCC2)NCCCN1CCOCC1 | 1.1 | -8 | -7 | 0.2 | 1.9 | 2 | -2.0 | -3 | -5
OCCNCCSc1ccc(Cl)cc1 | -0.2 | 0 | -2 | 0.2 | -0.7 | 0 | 1.5 | 2 | 3
COc1cccc(NC(=O)COC(=O)CCOc2ccccc2OC)c1 | 2.4 | -1 | -6 | 0.4 | -1.5 | -2 | -2.2 | -7 | 3
CC1c2c([nH]c3ccccc23)CCC1C(=O)O (stereo not given) | 0.1 | -4 | -1 | . | 0.2 | 0 | -2.3 | -3 | -2
O=C(CN(C(=O)c1ccccc1Cl)N1C(=O)CCCC1=O)c1ccc(Cl)cc1 | 1.2 | -11 | -1 | 2.4 | 1.4 | 4 | 0.3 | -1 | 1
CCCN(CCC)Cc1c(C(=O)N/N=C/c2cccs2)nnn1-c1nonc1N | 1.2 | -3 | 10 | 0.6 | -0.4 | -1 | -5.0 | 2 | 6
COC(=O)c1ccc(C2/C(=C(/O)c3ccc(OC)cc3)C(=O)C(=O)N2CC2CCCO2)cc1 (stereo not given) | ? | 3 | -7 | . | -1.0 | 0 | 1.0 | -18 | -1
COc1ccc(-c2nnc(SCC(=O)NC(=O)NCc3ccco3)o2)cc1 | 0.4 | -2 | -3 | . | -0.6 | -7 | -3.5 | 2 | -2
CSc1ccccc1NC(=O)CSc1n[nH]c(N)n1 | 0.2 | 1 | 3 | 1.4 | 0.2 | 1 | -0.6 | -4 | 5
COCCn1c(SCC(=O)Nc2sc(C)c(C)c2C#N)nnc1-c1ccc(OC)cc1 | -0.9 | 19 | 4 | . | 0.5 | -2 | -3.9 | 1 | 0
Clc1ccc(Cn2nc(-c3ccccc3)nc2-c2ccccc2)cc1 | -0.1 | 32 | 2 | . | 0.8 | -1 | -6.3 | -1 | 4
COCc1nc2ccccc2n1Cc1ccccc1C | 0.2 | 3 | 3 | -0.1 | 0.2 | -2 | -3.9 | -6 | -1
CN(C(=O)c1cc2sccc2n1C)C1CCCCC1 | 0.5 | -3 | -4 | . | 0.4 | 0 | -1.5 | -18 | 0
Cc1nc2ccc(S(=O)(=O)NCC(=O)N3CCc4ccccc4C3)cc2s1 | 0.3 | -1 | -11 | . | -0.6 | -4 | -3.3 | -9 | 2
CN(CC(=O)Nc1nccs1)S(=O)(=O)c1ccc(F)cc1 | 0.0 | -2 | -6 | . | -0.2 | 4 | -2.4 | 3 | -1
Cc1nnc(SCc2ccc(C(=O)c3ccc(Cl)cc3)o2)n1-c1ccccc1 | -0.7 | 25 | 13 | 0.8 | 0.2 | -6 | 1.1 | -4 | 3
Nc1nc(C(=O)N2CCOCC2)nn1S(=O)(=O)c1ccc(Cl)cc1 | 0.0 | 4 | 8 | . | -0.1 | -6 | -1.5 | 11 | -3
COc1ccc(-c2csc(C(C)(O)c3ccc(OC)cc3)n2)cc1 (stereo not given) | -0.3 | 12 | 6 | 1.3 | . | -3 | -0.5 | -3 | 7
CCOc1cc(CNCCO)c(Cl)cc1OCC(=O)NCCc1ccccc1 | 0.0 | 7 | 25 | . | -0.8 | -5 | -0.5 | -6 | -7
Cc1cc(OCCN2CC(C)OC(C)C2)ccc1[N+](=O)[O-] (stereo not given) | -0.5 | -2 | 13 | . | 0.0 | 1 | -1.2 | -2 | 2
COc1cc(/C=C/C(=O)Nc2ccc3[nH]c(=O)[nH]c3c2)cc(OC)c1OC | -0.3 | -15 | -8 | 0.8 | 0.6 | -3 | 5.4 | -4 | -12

(cont.)
SMILES | BoNT A protease | Y pestis TopoI | CCHFV vOTU inh | TcdB inh | PfHsp40 yeast | Anthrax LF inh2 | FadD28 binding | BoNT F protease | PrPC TRFRET
CCOC(=O)C(=O)N/N=C/c1ccc(F)cc1 | ? | 3 | -8 | 1.7 | -0.1 | -11 | -3.4 | ? | 5
Cc1cc[n+](C2=C([O-])c3ccccc3C(=O)/C2=N\S(=O)(=O)c2cccs2)cc1C | 0.1 | -4 | 19 | -6.6 | -0.1 | -2 | -1.1 | -3 | -8
Cc1ccc(C=C2SC(=S)N(CCCC(=O)Nc3cccc(C(=O)O)c3)C2=O)cc1 | -0.9 | 14 | 8 | -0.7 | . | 2 | -0.4 | -2 | -9
CC(C)(C)NC(=O)c1nc2ccccc2s1 | 0.8 | -8 | 6 | . | -1.0 | -5 | -3.3 | 4 | -4
Fc1cccc(COc2ccccc2C(=S)N2CCCC2)c1 | -0.1 | 20 | 4 | 3.8 | 0.7 | 2 | -5.4 | 4 | 1
O=C(NCC(c1cccs1)N1CCOCC1)c1cc(-c2ccccn2)nc2ccccc12 (stereo not given) | -0.2 | 5 | -17 | 1.4 | -0.8 | 4 | 0.0 | -1 | -12
O=C(O)COc1ccccc1/C=N/NC(=O)CSc1nc2ccccc2c(=O)n1-c1ccc(Cl)cc1 | 0.3 | 7 | -14 | 0.0 | -1.0 | 6 | -2.6 | 8 | 0
COC(=O)c1ccc(NC(=O)Cn2nc(C)cc2C)cc1 | 0.1 | -6 | -8 | 0.4 | 0.5 | 0 | -3.8 | 2 | -6
CC(=O)c1c(N2CCN(C)CC2)[nH]c(-c2ccccc2)nc1=S | ? | -19 | 27 | . | 1.1 | ? | -5.2 | ? | -2
O=C(/C=C/c1ccccc1)Nc1cccc(C(=O)NCCc2ccccc2)c1 | -0.2 | -5 | 3 | -0.8 | 1.1 | -8 | -14 | -4 | -2
CCSc1nnc(NC(=O)CSc2nc3c(c(=O)n2CC)SC(C)C3)s1 (stereo not given) | 0.0 | -1 | 3 | . | -0.1 | -3 | -0.3 | 10 | -3
O=c1c2ccc(Cl)cc2nc2n1CC/C2=C\c1cccc(O)c1 | -4.2 | -7 | 2 | 1.1 | -0.2 | 12 | -1.6 | 1 | 3
O=C(NCc1ccco1)c1cnc2ccccn2c1=O | 0.2 | 3 | -12 | 1.0 | 1.2 | -4 | -1.9 | -6 | -6
Cc1c(CC(=O)N[C@H](C(=O)O)C(C)C)c(=O)oc2cc3c(cc12)CCC(C)(C)O3 | -1.2 | 0 | -156 | -1.5 | 0.1 | 8 | -1.5 | 10 | 2
COc1ccc(S(=O)(=O)N2CCOC23CCN(S(=O)(=O)c2cccs2)CC3)cc1 | 4.5 | -4 | -6 | 2.6 | 0.3 | 2 | -1.4 | 4 | 2

Reprinted from the entries so far, 3 compounds:
SMILES | BoNT A protease | Y pestis TopoI | CCHFV vOTU inh | TcdB inh | PfHsp40 yeast | Anthrax LF inh2 | FadD28 binding | BoNT F protease | PrPC TRFRET
O=C(NCc1ccco1)c1cnc2ccccn2c1=O | 0.2 | 3 | -12 | 1.0 | 1.2 | -4 | -1.9 | -6 | -6
Cc1c(CC(=O)N[C@H](C(=O)O)C(C)C)c(=O)oc2cc3c(cc12)CCC(C)(C)O3 | -1.2 | 0 | -156 | -1.5 | 0.1 | 8 | -1.5 | 10 | 2
COc1ccc(S(=O)(=O)N2CCOC23CCN(S(=O)(=O)c2cccs2)CC3)cc1 | 4.5 | -4 | -6 | 2.6 | 0.3 | 2 | -1.4 | 4 | 2
